Screening results deposited in PubChem by several laboratories.
UBC9 SUMO inh: inhibitors of in vitro SUMOylation cascade, primary screen, biochemical, HTRF, uHTS. HTRF SUMOylation assay, SAE1/SAE2 + UBC9. inhibition, % at 35 µM. 0.36% of 290,000 active; in the data active = inhibition above about 50%, passing the limit was not always enough; also: strong numbers were not always called active
HCV NS3 hel inh: inhibitors of HCV NS3 helicase, primary screen, biochemical, Cy5 molecular beacon fluorescence. Hepatitis C virus NS3 helicase. NS3 helicase DNA unwinding. 0.56% of 290,000 active. AID 1800, 2009. inhibition, % at 10.9 µM;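 active = inhibition above the mean of all tested compounds plus 3 SD, set per campaign, cut at about 35% in these data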;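 also: 0% = DMSO wells and 100% = thioflavine S control wells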
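Assay system: hepatitis C virus NS3 helicase domain fragment enzyme. Also added: annealed dual-labelled DNA beacon duplex, ATP-started. Timing: 1 h reaction at 25 °C, ATP-initiated. Technique: Cy5 fluorescence at 0 and 60 min, beacon hairpin quenching. Evaluation: % inhibition of unwinding. Replication: one well per compound.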
IDE act: human IDE activators in live cells, primary screen, fluorescence polarization, HEK cells, FAbeta-B substrate; FAbeta-B cleavage; 0% vehicle, 100% cell-free pure enzyme wells; AID 493087, 2011; 0.073% of 340,000 active; activation, % at 5.96 µM; Insulin-degrading enzyme (Homo sapiens), P14735;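 active = activation above the mean of all tested compounds plus 3 SD, set per screening campaign, cut at about 17% in these data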
Target sequence (P14735 whole entry, looked up): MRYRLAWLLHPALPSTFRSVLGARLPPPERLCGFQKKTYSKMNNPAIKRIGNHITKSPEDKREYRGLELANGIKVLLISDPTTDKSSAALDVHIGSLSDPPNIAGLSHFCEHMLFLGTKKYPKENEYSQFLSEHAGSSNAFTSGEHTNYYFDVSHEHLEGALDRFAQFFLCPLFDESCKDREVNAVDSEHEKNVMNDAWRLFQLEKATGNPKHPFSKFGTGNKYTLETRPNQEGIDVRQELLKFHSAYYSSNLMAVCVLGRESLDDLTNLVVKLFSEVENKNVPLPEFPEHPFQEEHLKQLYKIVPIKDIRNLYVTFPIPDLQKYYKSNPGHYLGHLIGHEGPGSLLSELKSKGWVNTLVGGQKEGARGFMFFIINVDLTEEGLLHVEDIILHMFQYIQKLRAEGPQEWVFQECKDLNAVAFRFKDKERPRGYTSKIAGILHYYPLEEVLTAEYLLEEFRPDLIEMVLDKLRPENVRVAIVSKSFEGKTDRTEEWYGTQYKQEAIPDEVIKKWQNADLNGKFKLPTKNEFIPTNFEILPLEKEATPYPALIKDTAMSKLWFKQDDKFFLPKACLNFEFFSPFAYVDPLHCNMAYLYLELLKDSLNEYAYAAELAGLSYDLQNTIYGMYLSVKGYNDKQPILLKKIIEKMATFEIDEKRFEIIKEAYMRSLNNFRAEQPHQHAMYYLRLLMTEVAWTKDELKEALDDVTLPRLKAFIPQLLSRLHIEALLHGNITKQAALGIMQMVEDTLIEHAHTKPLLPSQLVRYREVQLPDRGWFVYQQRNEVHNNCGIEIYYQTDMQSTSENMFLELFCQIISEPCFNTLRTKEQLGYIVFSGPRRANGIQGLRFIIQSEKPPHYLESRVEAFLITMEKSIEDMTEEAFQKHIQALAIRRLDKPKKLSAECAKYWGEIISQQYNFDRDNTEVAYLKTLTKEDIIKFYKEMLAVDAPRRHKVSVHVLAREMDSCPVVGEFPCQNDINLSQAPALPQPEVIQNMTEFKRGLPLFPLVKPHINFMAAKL
p-CIP stab down: p/CIP-EGFP fusion destabilizers, primary screen, fluorescence, F442A cells | Q05BA5 | 16 h | decrease of EGFP signal, % at 10 µM | 0.01% of 290,000 active | AID 1984, 2009;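 active = EGFP signal decrease of at least 30% at 10 µM or well 3 SD below plate mean, unless failing retest; inactive = the rest, including hits failing retest or dose response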; also: some compounds called inactive have numbers as strong as hits; many of its hits are not listed in these tables
IMP-1 inhibitor: IMP-1 metallo-beta-lactamase inhibitors, primary screen, biochemical, epi-absorbance readout, Pseudomonas aeruginosa enzyme; purified IMP-1, nitrocefin hydrolysis, epi-absorbance fluorescence; inhibition, % at 5.6 µM; 0.45% of 290,000 active;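 active = inhibition above the mean plus 3 SD of all compounds in the same screening run, cut at about 4.5% in these data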;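 also: 0% = IMP-1 with DMSO and 100% = DMSO wells lacking enzyme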
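Material – recombinant IMP-1 enzyme, purified · Amount – IMP-1 0.2 nM before substrate addition · Medium – HEPES buffer pH 7.1 with ZnSO4 and Brij 35 · Timing – 25 °C, 15 min preincubation, 25 min reaction · Measured by – plate fluorescence quenching by hydrolysis product, ex 480/em 530 nm · Read-out – percent enzyme inhibition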
VIM-2 inhibitor: VIM-2 metallo-beta-lactamase inhibitors, primary screen, biochemical, epi-absorbance readout, Pseudomonas aeruginosa enzyme | purified VIM-2, nitrocefin hydrolysis, epi-absorbance fluorescence | AID 1527, 2009 | inhibition, % at 5.6 µM | 0.89% of 290,000 active;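 active = inhibition above the mean of all tested compounds plus 3 SD, cutoff set per screening run, cut at about 7.5% in these data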;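 also: red hydrolysis product quenches plate fluorescence so inhibitors raise well fluorescence; 0% = enzyme with DMSO and 100% = DMSO without enzyme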
PHOSPHO1 block: PubChem AID 1565; Phosphoethanolamine/phosphocholine phosphatase (Homo sapiens), Q8TCT1; recombinant PHOSPHO1, absorbance phosphatase assay; inhibition, % at 13.3 µM; 1.1% of 290,000 active; in the data active = inhibition above about 60%
DNA FID counter: compounds displacing fluorescent DNA intercalator, primary screen, artefact control for HCV NS3 helicase inhibitor project, biochemical, FID fluorescence; DNA fluorescent intercalator displacement; inhibition, % at 7.9 µM; 0.17% of 290,000 active; AID 1845, 2009; in the data active = inhibition above about 37%;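 also: 0% = vehicle and 100% = reference compound; higher means more ethidium bromide displaced from hairpin DNA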
MEKK3 PB1 HTS: modulators of MEKK3-MEK5 PB1 binding, primary screen, biochemical, wildtype MEKK3, multiplex bead flow cytometry, Alexa488-MEK5 | bead-based flow cytometry, Alexa488-MEK5 binding to MEKK3; actives lie on both sides; 0 = blocked by unlabeled MEK5, 100 = vehicle | binding response (% of control), % at 10 µM | 1.4% of 290,000 active | AID 1529, 2009;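 active = binding response more than 3 SD above or below the average of its plate-row segment, actives on both sides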;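 also: Alexa488 bead fluorescence after subtracting the streptavidin-only scavenger bead signal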
Numbers without * were called inactive; . = no result given. Some of the compounds tested; rates above refer to the full screens.

1: O=c1[nH]c(-c2ccccc2F)nc2c1sc(=S)n2Cc1ccccc1
2: CCn1ccnc1CN1CCN(CCC(C)C)C(CCO)C1 (stereo unspecified)
3: CCOc1ccc(OCC)c(NC(=O)CN(c2ccc(C)cc2)S(=O)(=O)c2c(C)noc2C)c1
4: CCCNC(=O)c1ccc2c(=O)c(O)c(-c3ccc(Cl)c([N+](=O)[O-])c3)[nH]c2c1
5: Cc1cccc(C)c1NC(=O)Cn1nnc(-c2ccc(N3CCOCC3)cc2)n1
6: O=C(NCc1ccccc1)c1onc(CSc2ccc(F)cc2)c1C(=O)NCCCN1CCOCC1
7: Cn1cccc1/C=C1\SC(=S)N(CC(=O)O)C1=O
8: O=C(Nc1ccc([N+](=O)[O-])cc1)c1ccc(S(=O)(=O)N2CCCC2)cc1

assay / entry	1	2	3	4	5	6	7	8
UBC9 SUMO inh	-8	8	-19	15	30	-29	3	-4
HCV NS3 hel inh	17	1	-1	.	-4	-45	27	5
IDE act	-2	5	2	1	1	2	-1	7
p-CIP stab down	14	-5	0	-11	2	-1	-6	-13
IMP-1 inhibitor	-3.4	-5.7	-1.8	.	-2.8	-1.9	2.1	-1.0
VIM-2 inhibitor	-4.2	-3.9	-2.4	.	-0.8	-0.4	2.0	-0.8
PHOSPHO1 block	-3	44	0	31	6	8	-8	17
DNA FID counter	-1	0	-3	.	-1	11	0	8
MEKK3 PB1 HTS	105	98	105	103	98	104	92	100

Continued; it opens with the 2 that closed the last part.
7: Cn1cccc1/C=C1\SC(=S)N(CC(=O)O)C1=O
8: O=C(Nc1ccc([N+](=O)[O-])cc1)c1ccc(S(=O)(=O)N2CCCC2)cc1
9: Cn1c(=O)oc2ccc(C(=O)CSc3nnnn3-c3ccccc3)cc21
10: Cc1noc(NC(=O)c2ccccc2)c1C#N
11: c1ccc(CCC2CCCCN2Cc2nc(-c3ccc4c(c3)OCO4)no2)nc1 (stereo unspecified)
12: CCOC(=O)C(NC(=O)c1ccccc1)(N1CCCC1=O)C(F)(F)F (stereo unspecified)
13: O=C1c2ccccc2NC(c2ccccc2)N1NS(=O)(=O)c1ccccc1 (stereo unspecified)
14: O=C(Cc1cccs1)Nc1cc(SCCO)cc([N+](=O)[O-])c1
15: CCCOc1ccc(NC(=O)CC2C(=O)N(CC)C(=S)N2CCCN2CCN(Cc3ccccc3)CC2)cc1 (stereo unspecified)
16: COc1ccc(C2=NOC3(CC(=O)N(c4ccc5ccccc5c4)C3=O)C2)c(OC)c1 (stereo unspecified)

assay / entry	7	8	9	10	11	12	13	14	15	16
UBC9 SUMO inh	3	-4	3	29	-7	18	6	3	-41	0
HCV NS3 hel inh	27	5	-3	5	5	-1	-1	-7	-86	13
IDE act	-1	7	2	3	-6	0	4	-2	6	2
p-CIP stab down	-6	-13	-22	-1	6	-8	-7	-11	14	-5
IMP-1 inhibitor	2.1	-1.0	-0.5	0.3	-2.7	-1.9	-1.7	-2.2	-3.2	-5.3
VIM-2 inhibitor	2.0	-0.8	-1.3	1.1	-3.2	-1.8	-2.3	-2.8	-6.5	-1.8
PHOSPHO1 block	-8	17	25	7	28	-12	-7	-1	-10	9
DNA FID counter	0	8	0	0	-24	-10	-7	16	29	-14
MEKK3 PB1 HTS	92	100	97	113	105	102	108	105	103	100

17: Cc1ccc(Oc2nc3ccccn3c(=O)c2/C=C(\C#N)C(=O)Nc2c(C)n(C)n(-c3ccccc3)c2=O)cc1
18: O=C(Nc1ccccc1)Nc1cc([N+](=O)[O-])ccc1F
19: O=C(CCC(=O)N1CCN(C2CCCCC2)CC1)Nc1nnc(C(F)(F)F)s1
20: CCN(CC(=O)NC(C)C)C(=O)[C@H](C)NC(=O)c1ccc(Br)cc1
21: CCCCNC(=O)COC(=O)c1cc(F)c(F)cc1Cl
22: COC(=O)C/C=N/N=C1/NC(=O)/C(=C/C(=O)O)S1
23: Cc1oc2ccc(OCc3ccc(Br)cc3)cc2c1C(=O)O
24: CON=C1CCN(c2ncc(C(F)(F)F)cc2Cl)CC1

assay / entry	17	18	19	20	21	22	23	24
UBC9 SUMO inh	-6	6	3	19	8	12	8	25
HCV NS3 hel inh	-11	9	-4	1	1	24	30	15
IDE act	-2	1	3	4	-1	3	4	3
p-CIP stab down	6	2	-4	0	4	2	-5	-9
IMP-1 inhibitor	-2.2	-0.8	1.0	-1.9	-0.6	-3.0	-1.1	-1.6
VIM-2 inhibitor	-4.1	-4.3	-0.2	-1.9	-3.2	-3.0	0.0	-1.2
PHOSPHO1 block	-5	2	3	32	4	23	-24	-3
DNA FID counter	-16	12	0	-13	0	-3	-16	0
MEKK3 PB1 HTS	97	107	100	61	103	96	101	104

25: c1ccc2c(CN3CCOCC3)csc2c1
26: N#Cc1ccc(NC(=O)CN2C(=O)NC(Cc3ccccc3)C2=O)cc1 (stereo unspecified)
27: CCCn1c(SCC(=O)Nc2ccc(NC(C)=O)cc2)nc2c1c(=O)n(C)c(=O)n2C
28: CC1(C)CC(=O)C2=C(C1)N(N1CCOCC1)C(N)=C(C#N)C2c1cccs1 (stereo unspecified)
29: O=C(N=C1SC2CS(=O)(=O)CC2N1c1ccccc1)C1CCCCC1 (stereo unspecified)
30: COc1ccc(NC(=O)c2cn(-c3ccccc3)nc2-c2ccncc2)cc1
31: O=C(c1ccc(NS(=O)(=O)c2ccccc2)cc1)N1CCN(Cc2ccc3c(c2)OCO3)CC1
32: CCCNCc1cc(OC)c(OCC(=O)Nc2ccccc2)cc1Br

assay / entry	25	26	27	28	29	30	31	32
UBC9 SUMO inh	9	6	-14	5	-2	-8	1	6
HCV NS3 hel inh	-4	8	5	-1	3	-5	-8	-11
IDE act	4	1	-1	-6	6	6	3	1
p-CIP stab down	-8	-6	7	-1	15	6	-1	-6
IMP-1 inhibitor	-0.7	-3.4	1.4	-2.2	2.0	-2.6	-2.2	-3.5
VIM-2 inhibitor	1.4	-3.0	0.4	1.5	0.8	-3.1	-0.3	-0.3
PHOSPHO1 block	6	-4	42	-4	34	8	6	43
DNA FID counter	2	-4	-16	-13	-9	-19	-21	12
MEKK3 PB1 HTS	104	97	93	100	103	102	104	97

33: CSc1ccccc1NC(=O)c1ccc([N+](=O)[O-])cc1
34: CC(C)CCN1C(Nc2ccccc2)=NC[C@@H]1C
35: O=C(N/N=C/c1cc([N+](=O)[O-])ccc1Cl)c1ccc2nc[nH]c2c1
36: O=C(Cn1cc(S(=O)(=O)Cc2ccccc2F)c2ccccc21)N1CCOCC1
37: CCOC(=O)c1sc(NC(=O)CSc2ncn(-c3ccccc3)n2)nc1C
38: Cc1nn(-c2ccc(F)cc2)c(C)c1CN1CCN(Cc2ccccc2)C(CCO)C1 (stereo unspecified)
39: CCOc1ccc(N2C(=O)c3cccnc3C2=O)cc1
40: C/C(=N\N=c1/sc2ccccc2n1C)c1ccccn1

assay / entry	33	34	35	36	37	38	39	40
UBC9 SUMO inh	23	9	18	10	-7	13	5	8
HCV NS3 hel inh	2	-3	2	8	-10	9	-2	-13
IDE act	0	6	9	-3	5	-1	4	1
p-CIP stab down	-10	-11	-3	1	-4	-13	-2	0
IMP-1 inhibitor	-1.6	-2.9	-1.9	-4.4	-4.9	0.0	-3.0	-0.8
VIM-2 inhibitor	-1.8	-2.3	-0.5	-3.0	-5.8	2.0	-1.1	1.1
PHOSPHO1 block	-58	-2	6	37	42	14	18	30
DNA FID counter	3	-3	4	-17	-6	12	6	-11
MEKK3 PB1 HTS	103	102	107	99	109	98	102	91

41: CCOC(=O)C1CCN(CCC(=O)Nc2ccc(Br)cc2)CC1
42: COc1ccc(C2/C=C\CN(Cc3ccncc3)CC(=O)N2Cc2ccc(F)cc2)cc1 (stereo unspecified)
43: CC1=CCC2C(=O)N(c3nc(C)cc(C)n3)C(=O)C2C1 (stereo unspecified)
44: COc1cccc(C(=O)N2CCN(C3CCC(c4ccccc4)CC3)CC2)c1 (stereo unspecified)
45: O=C(CN1C(=O)S/C(=C/c2ccc(N3CCOCC3)cc2)C1=O)N1CCOCC1
46: CN1CCN(c2oc(-c3cccs3)nc2S(=O)(=O)c2ccccc2)CC1
47: Cc1nn(C)cc1S(=O)(=O)N1CCN(c2cccc(Cl)c2)CC1
48: CC(=O)Nc1ccc(C2=NN(C)C(=NCc3ccccc3)SC2)cc1

assay / entry	41	42	43	44	45	46	47	48
UBC9 SUMO inh	4	0	-16	15	14	27	3	-10
HCV NS3 hel inh	-6	.	1	-11	1	-2	-3	-4
IDE act	1	3	6	-6	2	2	-3	1
p-CIP stab down	0	-6	-12	-16	-11	-9	12	-14
IMP-1 inhibitor	-0.1	.	-1.7	-0.4	-1.9	-0.1	-2.8	-4.1
VIM-2 inhibitor	0.2	.	0.6	-1.3	-1.4	2.3	1.1	-6.6
PHOSPHO1 block	46	35	17	-69	-12	-6	53	2
DNA FID counter	12	.	4	-10	-5	2	-33	-3
MEKK3 PB1 HTS	110	106	102	102	95	102	100	108

In the list so far, 3 have a COOH group.
7: Cn1cccc1/C=C1\SC(=S)N(CC(=O)O)C1=O
22: COC(=O)C/C=N/N=C1/NC(=O)/C(=C/C(=O)O)S1
23: Cc1oc2ccc(OCc3ccc(Br)cc3)cc2c1C(=O)O

assay / entry	7	22	23
UBC9 SUMO inh	3	12	8
HCV NS3 hel inh	27	24	30
IDE act	-1	3	4
p-CIP stab down	-6	2	-5
IMP-1 inhibitor	2.1	-3.0	-1.1
VIM-2 inhibitor	2.0	-3.0	0.0
PHOSPHO1 block	-8	23	-24
DNA FID counter	0	-3	-16
MEKK3 PB1 HTS	92	96	101

(list continues)
49: CCOC(=O)Cn1cc(C(=O)c2ccco2)c2ccccc21
50: CN(C)c1ccc(N2C(=NC(=O)C3CCCO3)SC3CS(=O)(=O)CC32)cc1 (stereo unspecified)
51: Cc1ccc2nc(NC(=O)CCNS(=O)(=O)c3cccs3)sc2c1
52: O=C(Nc1nc2ccccc2[nH]1)c1ccc(OC(F)F)cc1

assay / entry	49	50	51	52
UBC9 SUMO inh	31	.	1	10
HCV NS3 hel inh	14	-2	6	4
IDE act	2	-2	2	2
p-CIP stab down	-9	3	-2	2
IMP-1 inhibitor	-4.1	-2.2	-3.0	-3.6
VIM-2 inhibitor	-2.1	-1.5	-1.7	-1.7
PHOSPHO1 block	13	30	16	32
DNA FID counter	-10	-6	-6	-7
MEKK3 PB1 HTS	103	98	102	104
